# Pf Dd2 growth = blocks growth of Plasmodium falciparum Dd2 parasites | P. falciparum Dd2 growth, SYBR Green, 72 h; hits give low values | activity change, % at 10 µM | 94,000 tested, 2.3% active | AID 1159554; in the data active means activity change below about -80%; inconclusive means no clear call, values can overlap the other calls
# T cruzi growth = inhibitors of T. cruzi proliferation; T. cruzi beta-gal in NIH3T3, GalScreen luminescence, 90 h; inhibition, % at 8.34 µM; 77,000 tested, 5.9% active; AID 624255;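 active means mean inhibition above about 93%, with at least 55% of replicates each passing it, limit read from the data, passing the limit was not always enough; inconclusive means only one of those two conditions holds; inactive means neither condition holds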
# C diff HTS = blocks growth of Clostridium difficile | Clostridium difficile clinical isolate growth, OD600, 24 h; hits give low values | growth activity, negative = inhibition, % at 16 µg/mL (by protocol) | 86,000 tested, 0.25% active;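 active means mean growth activity at or below -80% and every replicate also at or below -80%; inconclusive means mean at or below -80% but some replicate above -80%; inactive means mean growth activity above -80%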;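 further: 0% = DMSO wells and -100% = levofloxacin 16 µg/mL wells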
# KDM4C inh = KDM4C (human) demethylase inhibition. Q9H3R0. GST-KDM4C 2-372, H3K9me3 peptide, LANCE TR-FRET. inhibition, % at 12.5 µM. 96,000 tested, 0.15% active;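 active means mean replicate inhibition above about 25%, with at least 55% of replicates also reaching it, limit read from the data, passing the limit was not always enough; inconclusive means only one of those two conditions met; inactive means neither condition met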
# Target sequence (Q9H3R0 2-372 limits assumed): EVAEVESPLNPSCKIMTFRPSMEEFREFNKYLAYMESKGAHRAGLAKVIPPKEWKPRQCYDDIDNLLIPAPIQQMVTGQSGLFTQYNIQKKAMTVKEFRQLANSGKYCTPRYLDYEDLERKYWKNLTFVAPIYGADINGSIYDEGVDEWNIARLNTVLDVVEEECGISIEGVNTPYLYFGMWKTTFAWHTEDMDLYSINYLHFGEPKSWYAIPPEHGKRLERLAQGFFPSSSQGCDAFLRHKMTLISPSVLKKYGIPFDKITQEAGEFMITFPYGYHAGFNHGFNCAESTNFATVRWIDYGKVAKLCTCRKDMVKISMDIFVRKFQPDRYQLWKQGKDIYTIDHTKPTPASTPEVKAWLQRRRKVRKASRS
#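 Material: N-terminal GST-fused human GASC-1 (KDM4C) fragment, residues 2-372. Input: 10 nM enzyme. Incubation: enzyme reaction 30 min, then detection 60 min, both room temperature. Doses: one test concentration per compound. Read-out basis: inhibition from TR-FRET ratio decrease. Detection: LANCE TR-FRET, excitation 340 nm, emissions 618 and 671 nm.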
# Active calls of the source: *; ? = inconclusive; · = not tested or not shown; & = joins results of further samples.
SMILES,Pf Dd2 growth,T cruzi growth,C diff HTS,KDM4C inh
Cc1noc(C)c1NC(=O)N(C)C[C@H]1Oc2ccc(NC(=O)CCN3CCOCC3)cc2C(=O)N([C@H](C)CO)C[C@@H]1C,14.1,-23.5,-1.2,0.2
C[C@@H]1CN([C@@H](C)CO)C(=O)Cc2cc(NC(=O)c3ccncc3)ccc2O[C@H]1CN(C)C(=O)Nc1ccc2c(c1)OCO2,-4.8,48.0,-3.2,0.0
Cc1cc(C(=O)Nc2cccc3c2O[C@@H](CN(C)C(=O)Nc2ccc4c(c2)OCO4)[C@@H](C)CN([C@H](C)CO)C3=O)n(C)n1,8.1,-135.5,·,-2.0
CCCNC(=O)N(C)C[C@H]1Oc2ncc(C#CCc3ccccc3)cc2C(=O)N([C@H](C)CO)C[C@H]1C,-7.3,·,-3.1,·
CC(C)NC(=O)NCC[C@H]1CC[C@@H](NC(=O)CN(C)C)[C@@H](CO)O1,-3.9,24.3,·,0.7
CCCNC(=O)C[C@@H]1C[C@H]2c3cc(NC(=O)Nc4ccccc4F)ccc3O[C@H]2[C@H](CO)O1,-24.8,10.8,0.6,-0.3
C[C@H](CO)N1C[C@H](C)[C@@H](CN(C)Cc2ccc(C(=O)Nc3ccccc3N)cc2)Oc2ccc(NS(=O)(=O)c3ccc(Cl)cc3)cc2C1=O,-20.3,60.6,3.2,6.7
CCCNC(=O)N(C)C[C@@H]1Oc2cc(C#C[C@@H](C)O)ccc2S(=O)(=O)N([C@@H](C)CO)C[C@H]1C,30.6,23.0,-1.9,8.6
CC(C)NC(=O)Nc1ccc2c(c1)CC(=O)N([C@@H](C)CO)C[C@@H](C)[C@@H](CN(C)Cc1ccc(C(=O)O)cc1)O2,10.9,·,-3.0&-9.8,-0.2
CC(C)NC(=O)N(C)C[C@H]1Oc2cc(C#CCN(C)C)ccc2S(=O)(=O)N([C@H](C)CO)C[C@@H]1C,5.7,12.2,-0.2,1.1
CCCNC(=O)C[C@@H]1CC[C@@H]2[C@H](COc3ccc(NC(=O)c4cccc(F)c4)cc3C(=O)N2C)O1,-11.7,53.2,16.0,-1.1
CN1C(=O)c2cc(NC(=O)c3cccc(F)c3)ccc2OC[C@@H]2O[C@@H](CC(=O)NCC3CC3)CC[C@H]21,-13.0,·,4.6,2.7
C[C@H](NC(=O)C[C@@H]1C[C@@H]2c3cc(NC(=O)CC4CC4)ccc3O[C@@H]2[C@@H](CO)O1)c1ccccc1,0.9,3.9,1.3,1.5
COc1ccc(NC(=O)N(C)C[C@@H]2OCCCC[C@@H](C)Oc3ccc(NC(=O)Cc4ccccc4)cc3C(=O)N([C@@H](C)CO)C[C@@H]2C)cc1,-57.7,31.0,-4.7,1.4
O=C([C@@H]1[C@@H](CO)[C@@H]2Cn3c(ccc(-c4ccccc4)c3=O)[C@@H]2N1CCC(F)(F)F)N1CCOCC1,5.0,27.3,1.7,3.1
CN(C[C@@H]1N[C@H](CO)[C@@H]1c1ccc(C#CCC2CCCC2)cc1)S(C)(=O)=O,-11.4,·,-10.9,1.1
CO[C@H]1CN(C)C(=O)c2ccc(NC(=O)Nc3ccccc3)cc2OC[C@H](C)N(C(C)=O)C[C@H]1C,·,-8.9,-4.0,-0.3
COc1ccc(NC(=O)Nc2ccc3c(c2)C(=O)N([C@@H](C)CO)C[C@H](C)[C@@H](CN(C)C(=O)Cc2ccccc2)OCCCC[C@H](C)O3)cc1,-68.3,81.5,4.1,-0.8
C[C@@H]1CN([C@@H](C)CO)C(=O)c2cc(C#CCN(C)C)cnc2O[C@@H]1CN(C)S(C)(=O)=O,31.3,-10.9,6.1,1.8
C[C@@H]1CCCCO[C@@H](CN(C)Cc2ccncc2)[C@H](C)CN([C@H](C)CO)C(=O)c2cc(NC(=O)CCCN(C)C)ccc2O1,33.9,25.7,-0.4,16.3
O=C(NC1CCC1)[C@@H]1[C@@H](CO)[C@@H]2Cn3c(ccc(-c4ccncc4)c3=O)[C@@H]2N1CC1CC1,-33.7,64.7,0.0,1.2
C[C@@H]1CN([C@@H](C)CO)C(=O)c2cc(C#CCN(C)C)cnc2O[C@@H]1CN(C)Cc1ccccn1,-5.7,52.8,-9.2,1.5
CCCN(C)C[C@H]1Oc2ncc(C#CCOC)cc2C(=O)N([C@H](C)CO)C[C@H]1C,-31.4,4.6,3.1,-1.9
C[C@H]1CN([C@@H](C)CO)C(=O)c2cc(NC(=O)CCC(F)(F)F)ccc2O[C@@H]1CN(C)Cc1ccc(C(=O)Nc2ccccc2N)cc1,-85.8*,·,10.0,0.2
C/C=C/c1cnc2c(c1)C(=O)N([C@H](C)CO)C[C@H](C)[C@@H](CN(C)C(=O)C1CCOCC1)O2,32.5,13.0,0.2,0.3
# Other records:
SMILES,Pf Dd2 growth,T cruzi growth,C diff HTS,KDM4C inh
C[C@@H]1CN([C@@H](C)CO)C(=O)c2cc(C3=CCCC3)cnc2O[C@@H]1CN(C)Cc1ccccc1,-26.1,?,3.5,-0.6
COCC(=O)N1CC2(C1)[C@@H](c1ccc(-c3cccc(C)c3)cc1)[C@@H](CO)N2C(=O)C1CC1,-35.8,·,-6.0,-1.4
COc1ccc(S(=O)(=O)Nc2cccc3c2O[C@H](CN(C)S(=O)(=O)c2cccs2)[C@@H](C)CN([C@@H](C)CO)C3=O)cc1,-14.8,14.3,3.3,13.7
CCNC(=O)C[C@@H]1CC[C@H]2[C@@H](COc3ccc(NC(=O)c4ccccc4)cc3C(=O)N2C)O1,8.8,-29.3,-1.7,0.3
C[C@H]1CN([C@@H](C)CO)C(=O)c2cccc(NC(=O)CCCCCC(=O)Nc3ccccc3N)c2O[C@@H]1CN(C)S(C)(=O)=O,34.1,·,1.8,-0.3
C[C@@H]1CCCCO[C@H](CN(C)Cc2ccc(Cl)c(Cl)c2)[C@H](C)CN([C@@H](C)CO)C(=O)c2cc(NC(=O)Nc3ccc4c(c3)OCO4)ccc2O1,-86.0*,100.7*,4.7,-1.7
COc1ccc(NC(=O)Nc2ccc3c(c2)C(=O)N([C@H](C)CO)C[C@H](C)[C@H](CN(C)C(=O)CCC(F)(F)F)OCCCC[C@@H](C)O3)cc1,-9.4,25.3,3.5,-1.0
C[C@@H]1CN([C@@H](C)CO)C(=O)c2cc(NS(=O)(=O)c3ccc(F)cc3)ccc2O[C@H]1CN(C)S(=O)(=O)c1ccccc1,11.0,30.2,2.6,-0.5
COc1ccc(NC(=O)N(C)C[C@H]2OCCCC[C@@H](C)Oc3ccc(NC(=O)NC(C)C)cc3C(=O)N([C@@H](C)CO)C[C@H]2C)cc1,-39.5,12.8,1.9,0.8
COc1ccc2c3c([nH]c2c1)[C@@H](CO)N(C(C)=O)CC31CN(C(=O)Nc2ccc(F)cc2F)C1,-7.4,·,-1.8,-0.9
CS(=O)(=O)N1[C@H](C#N)[C@H](c2ccc(-c3ccccc3F)cc2)[C@H]1CO,12.6,77.2,2.4,-2.6
C[C@@H]1CN([C@@H](C)CO)C(=O)Cc2cc(NC(=O)Nc3ccccc3)ccc2O[C@H]1CN(C)Cc1ccc2c(c1)OCO2,-88.5*,3.5,2.8,4.3
COCC(=O)N(C)C[C@H]1Oc2ncc(C#CC(C)(C)O)cc2C(=O)N([C@@H](C)CO)C[C@@H]1C,45.6,·,-0.4,2.6
CC(C)NC(=O)N(C)C[C@H]1Oc2ccc(NC(=O)Nc3ccccc3)cc2CC(=O)N([C@H](C)CO)C[C@@H]1C,3.7,·,-2.4,0.0
CC(=O)N1[C@H](CO)[C@@H](c2ccccc2)C12CN(C(=O)c1ccccn1)C2,27.3,·,-0.4,-0.4
COc1ccc(NC(=O)Nc2ccc3c(c2)CC(=O)N([C@H](C)CO)C[C@@H](C)[C@@H](CN(C)C(=O)Nc2cccc4ccccc24)O3)cc1,-34.7,31.6,-7.1,-0.4
CCNC(=O)[C@H]1[C@H](CO)[C@H]2Cn3c(ccc(-c4ccccc4)c3=O)[C@H]2N1Cc1cccnc1,-11.2,37.3,-2.8,9.9
O=C(C1CCCCC1)N1[C@@H](CO)[C@@H]2c3ccccc3NC[C@@H]21,-14.2,16.2,-0.7,-1.4
C[C@H](CO)N1C[C@H](C)[C@@H](CN(C)C(=O)Nc2cccc3ccccc23)OCCCC[C@H](C)Oc2ccc(NC(=O)NC3CCCCC3)cc2C1=O,2.6,54.4,-7.8,-0.7
C[C@@H]1CCCCO[C@H](CN(C)S(=O)(=O)c2ccccc2)[C@@H](C)CN([C@@H](C)CO)C(=O)c2cc(NS(C)(=O)=O)ccc2O1,-36.8,32.2,-1.8,-3.9
CNC[C@@H]1Oc2ccc(NC(=O)Nc3ccc(C(F)(F)F)cc3)cc2C(=O)N([C@H](C)CO)C[C@@H]1C,-0.9,16.3,14.3,-2.1
Cc1ccc(S(=O)(=O)N(C)C[C@H]2Oc3ccc(NS(=O)(=O)c4cccs4)cc3CC(=O)N([C@@H](C)CO)C[C@@H]2C)cc1,-20.8,50.3,4.2,0.9
C[C@H](CO)N1C[C@H](C)[C@@H](CN(C)C(=O)Nc2ccccc2F)OCc2cnnn2CCCC1=O,5.3&3.9,16.9&53.7,-1.7,0.4
C[C@H]1CN([C@@H](C)CO)C(=O)Cc2cc(NC(=O)Cn3cnnn3)ccc2O[C@H]1CN(C)Cc1ccc2c(c1)OCO2,-11.2,22.1,0.8,-0.7
OC[C@H]1[C@@H](c2ccc(C#CC3(O)CCCC3)cc2)[C@@H]2CN(Cc3cccnc3)CCCCN12,-20.8,114.4*,-4.9,-0.6

# Pf Dd2 growth, what is marked active above.
Compound,Pf Dd2 growth,C diff HTS,KDM4C inh
C[C@H]1CN([C@@H](C)CO)C(=O)c2cc(NC(=O)CCC(F)(F)F)ccc2O[C@@H]1CN(C)Cc1ccc(C(=O)Nc2ccccc2N)cc1,-85.8*,10.0,0.2
C[C@@H]1CCCCO[C@H](CN(C)Cc2ccc(Cl)c(Cl)c2)[C@H](C)CN([C@@H](C)CO)C(=O)c2cc(NC(=O)Nc3ccc4c(c3)OCO4)ccc2O1,-86.0*,4.7,-1.7
C[C@@H]1CN([C@@H](C)CO)C(=O)Cc2cc(NC(=O)Nc3ccccc3)ccc2O[C@H]1CN(C)Cc1ccc2c(c1)OCO2,-88.5*,2.8,4.3

# New compounds follow
SMILES,Pf Dd2 growth,T cruzi growth,C diff HTS,KDM4C inh
CS(=O)(=O)N1[C@@H]2c3ccc(C4=CCCC4)c(=O)n3C[C@H]1[C@H](CO)[C@H]2C(=O)N1CCCCC1,14.1,38.2,0.1,-0.4
C[C@H](CO)N1C[C@H](C)[C@@H](CN(C)Cc2ccccc2)Oc2ccc(NC(=O)Cc3cn(C)c4ccccc34)cc2C1=O,-55.4,61.4,-1.8,-0.1
CCC(=O)N1C[C@@H](C)[C@H](OC)CN(C)C(=O)c2cc(NC(=O)c3cnccn3)ccc2OC[C@@H]1C,14.2,1.0,-2.7,-1.7
Cc1noc(C)c1NC(=O)Nc1ccc2c(c1)C(=O)N(C)[C@@H]1CC[C@H](CC(=O)N[C@@H]3CCN(Cc4ccccc4)C3)O[C@@H]1CO2,-21.2,26.9,-9.2,1.9
CN1[C@@H]2Cn3c(ccc(-c4ccccc4F)c3=O)[C@H]1[C@@H](C(=O)NCc1ccccn1)[C@@H]2CO,·,2.3,-0.1,0.9
COc1ccc(-c2ccc([C@@H]3[C@H]4CN(C(=O)Cc5ccccn5)CC(=O)N4[C@H]3CO)cc2)cc1,-32.8,·,-3.6,-0.8
CC(C)CN(C[C@H]1N[C@H](CO)[C@H]1c1ccccc1)C(=O)CN(C)C,-20.1,-13.2,-0.3,-0.8
O=C(C[C@@H]1CC[C@H]2[C@@H](COC[C@@H](O)CN2C(=O)Nc2ccc(F)cc2)O1)NCC1CC1,16.0,·,8.8&5.4,-1.1
Cc1noc(C)c1NC(=O)N(C)C[C@H]1Oc2ccc(NC(=O)Cn3cnnn3)cc2C(=O)N([C@H](C)CO)C[C@H]1C,31.6,-4.9,·,9.8
C[C@@H]1CCCCO[C@H](CN(C)S(=O)(=O)c2cccs2)[C@@H](C)CN([C@H](C)CO)C(=O)c2cc(NC(=O)c3ccncc3)ccc2O1,-17.5,·,·,-1.4
C[C@@H]1CCCCO[C@@H](CN(C)S(=O)(=O)c2ccccc2)[C@@H](C)CN([C@@H](C)CO)C(=O)c2cc(NC(=O)C3CCCCC3)ccc2O1,-76.3,52.0,-2.3,17.1
CO[C@@H]1CN(C)C(=O)c2cc(NC(=O)Nc3ccccc3)ccc2OC[C@@H](C)N(CC2CC2)C[C@@H]1C,10.6,-64.4,·,0.8
COc1ccc(NC(=O)N(C)C[C@@H]2Oc3c(NC(=O)CCCCCC(=O)Nc4ccccc4N)cccc3C(=O)N([C@@H](C)CO)C[C@H]2C)cc1,-27.2,·,-2.0,-2.8
C[C@H](CO)N1C[C@H](C)[C@H](CN(C)S(C)(=O)=O)Oc2ccc(NS(=O)(=O)c3cn(C)cn3)cc2C1=O,37.7,64.3,·,0.0
C/C=C/c1cnc2c(c1)C(=O)N([C@H](C)CO)C[C@H](C)[C@H](CN(C)C(=O)C1CCOCC1)O2,51.9,41.1,-0.8,-0.7
N#Cc1ccc(-c2ccc(C3[C@H]4CNC[C@@H]3N4C(=O)Nc3ccccc3F)cc2)cc1 (some centres not stated),27.9,·,7.8,-1.7

# From PubChem BioAssay
